GlmU inhibition = inhibition of mycobacterial GlmU enzyme – biochemical, glucosamine-1-phosphate acetyltransferase (AID 1376). M. tuberculosis GlmU acetyltransferase enzyme assay; higher % means a stronger effect. inhibition, %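 (tested at 30 µM in the primary screen)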, or IC50 in µM where a hit was titrated. 0.25% of 220,000 active; in the data active means inhibition above about 13%;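 further: 0% = complete reaction with vehicle and 100% = reaction without substrate; strong numbers were not always called active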
Mtb RmlCD inh = M. tuberculosis RmlC/RmlD inhibition | P9WH09+P9WH11 | RmlC+RmlD coupled enzyme assay, percent inhibition; primary screen in compound mixtures | inhibition, % at 3.6 µM | 0.03% of 160,000 active | AID 1533; in the data active means inhibition mostly above about 34%, no sharp cut-off; further: some results filed as inactive read as strong as hits
Target sequence (P9WH09 whole entry, looked up): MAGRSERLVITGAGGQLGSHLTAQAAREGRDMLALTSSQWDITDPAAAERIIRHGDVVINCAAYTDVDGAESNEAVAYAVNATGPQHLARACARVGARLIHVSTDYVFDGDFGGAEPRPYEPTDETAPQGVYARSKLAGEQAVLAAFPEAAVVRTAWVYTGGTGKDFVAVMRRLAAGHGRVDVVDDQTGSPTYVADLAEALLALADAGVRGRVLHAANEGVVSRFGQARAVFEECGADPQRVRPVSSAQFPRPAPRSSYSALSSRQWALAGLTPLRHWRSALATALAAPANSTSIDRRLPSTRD
Target sequence (P9WH11 whole entry, looked up): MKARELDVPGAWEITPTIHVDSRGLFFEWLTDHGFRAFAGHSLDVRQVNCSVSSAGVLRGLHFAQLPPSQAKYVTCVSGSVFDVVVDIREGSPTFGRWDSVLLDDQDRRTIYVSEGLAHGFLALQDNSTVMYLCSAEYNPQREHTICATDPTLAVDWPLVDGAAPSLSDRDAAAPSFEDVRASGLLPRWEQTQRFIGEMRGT
The depositor's hits bear a star; / = no result given.

SMILES	GlmU inhibition	Mtb RmlCD inh
O=C(CSc1nnc(CNc2ccccc2)o1)N1CCN(C(=O)c2ccco2)CC1	-4.0%	-17
Cc1cc(C)n(-c2nnc(C)n2/N=C/c2cc(Br)ccc2OCc2ccccc2)n1	-0.7%	/
O=C(NCc1ccc2c(c1)OCO2)C1CCCN(S(=O)(=O)c2cccc3nonc23)C1 (stereo unspecified)	1.1%	3
O=C(COc1ccc(Br)cc1Cl)NC1CCCCC1	4.4%	23
O=C(CSc1nc2ccc(Cl)cc2[nH]1)c1c[nH]c2ccccc12	1.6%	0
CCOc1ccccc1N1CCN(CC(=O)Nc2nnc(CC)s2)CC1	1.9%	1
O=C(NCc1ccco1)c1cc([N+](=O)[O-])ccc1Cl	-1.1%	11
COc1cc(O)c(C(CCN2CCCCC2)c2ccc(N(C)C)cc2)c(OC)c1 (stereo unspecified)	-0.2%	-11
O=C(Nc1ccccc1OC(=O)c1ccc(Cl)cc1)c1ccc(Cl)cc1	3.0%	-6
CCc1cc2c(=O)nc3n(c2s1)Cc1ccccc1/C3=C(/O)c1ccc(F)cc1	/	-2
CCNS(=O)(=O)c1ccc2c(c1)NCC2	-7.9%	/
CCc1c(C)sc(NC(=O)C2CCCO2)c1C#N (stereo unspecified)	8.3%	2
COc1ccc(CCNC(=O)c2c(O)c3cccc4c3n(c2=O)CC4)cc1	5.7%	/
N#Cc1ccc(C(=O)Nc2cc(S(=O)(=O)N3CCCC3)ccc2OCC(F)(F)F)cc1	0.7%	2
O=C(COc1ccccc1)NCC(=O)NC1=NCCS1	-1.0%	/
CN(C(=O)CSc1nnc(-c2ccc(F)cc2)c2ccccc12)C1CCS(=O)(=O)C1 (stereo unspecified)	-5.0%	28
COc1cccc(S(=O)(=O)c2nc(C)c3c(n2)CCC3)c1	1.1%	9
CC1(C)Cc2ccccc2C(N/N=C/c2ccc(Cl)cc2)=N1	6.3%	/
Cc1ccc(N(C)C(=O)N2CCN(S(=O)(=O)c3ccc(C)c(C)c3)CC2)cc1	-2.7%	19
CCCCNC(=S)Nc1ccc(Cl)cc1	0.7%	/
COc1ccc(C)cc1S(=O)(=O)N(C)CC(=O)NC1CC1	0.1%	1
Cc1ccc(NC(=O)CCC(=O)NNC(=O)c2cccs2)c(C)c1	3.9%	/
COc1ccc(C(=O)O/N=C(/c2cccs2)C(C)(C)C)cc1	7.3%	-7
CCOCCCNC(=O)C(NC(=O)Cc1cccs1)c1ccc(C)cc1 (stereo unspecified)	-5.1%	-6
CCOc1ccc(-n2nc3c(=S)[nH]nc(C)c3c2C)cc1	5.8%	2
O=C(CN1CCN(c2ccc(Cl)cc2)CC1)Nc1ccc(F)c(F)c1	3.4%	8
Cc1ccc(C(=O)NC2CCCc3ccccc32)o1 (stereo unspecified)	1.9%	4
CCOc1ccc(OCC)c(NC(=O)CCn2cccc2)c1	-0.7%	/
N#CC(C#N)=c1ccc2c(c1)N1C(c3ccccc3)=CC(c3ccccc3)C3CCCCC31N=2 (stereo unspecified)	-3.8%	/
CC(=O)C1=C(O)C(=O)N(Cc2cccnc2)C1c1ccc(Cl)cc1Cl (stereo unspecified)	0.6%	/
O=C(NCc1cccc2ccccc12)Nc1ccccc1	3.2%	-1
CSC1=NCCN1C(=O)c1cccs1	4.5%	4
O=[N+]([O-])c1ccc(N2N=C(c3ccco3)CC2c2ccccc2)cc1 (stereo unspecified)	3.3%	/
Cc1ccc(C#CC[N+]2(C)CCCCC2)cc1	13%	6
Cc1ccc(NC(=O)c2ccccc2CCc2ccccc2)c(C)c1	4.8%	-12
FC(F)(F)Oc1ccccc1-c1nnc(-c2cccc(C(F)(F)F)c2)o1	0.5%	-5
COc1ccccc1-n1c(SCC(=O)NCc2ccc3c(c2)OCO3)nc2cc([N+](=O)[O-])ccc21	-2.4%	5
O=C(CCS(=O)(=O)c1cccc2nonc12)N1CCOCC1	4.1%	-5
O=S(=O)(Nc1nc2ccc(S(=O)(=O)N3CCCCC3)cc2s1)c1ccccc1	7.0%	7
CC1CCN(C(=S)c2ccc(O)cc2)CC1	0.3%	/
O=C(O)CCC(=O)NC1CCCCC1NC(=O)CCC(=O)O (stereo unspecified)	8.0%	/
Fc1ccccc1CSc1nnc(-c2cccs2)o1	-2.5%	/
C(=N\Nc1nc(-c2ccccc2)cs1)/c1ccco1	-2.0%	2
Cc1ccc2c(CC(=O)NCc3ccc4c(c3)OCO4)coc2c1	0.9%	15
O=C(Nc1ccc(S(=O)(=O)NCC2CCCO2)cc1)c1ccc(Cl)cc1[N+](=O)[O-] (stereo unspecified)	4.7%	-12
Nc1ncc(CCN2CCOCC2)c(-c2ccc(F)cc2)n1	-2.0%	22
Cc1ccc(/C=C(/C#N)C(=O)NC(=O)Oc2ccccc2)cc1	5.5%	-10
O=C(CSc1nc2ccccc2s1)NNC(=S)Nc1ccccc1	-0.9%	-7
COc1cc(OC)c(N2CC34C=CC(O3)C(C(=O)O)C4C2=O)cc1Cl (stereo unspecified)	-0.8%	/
Cc1ccc(-c2nn3c(C)nnc3c3ccccc23)cc1S(=O)(=O)NCc1ccccc1	1.2%	5
CS(=O)(=O)N1CCC(C(=O)NCc2ccncc2)CC1	9.1%	-8
CC(C)Nc1c(N)c(=O)oc2ccccc12	2.5%	/
C=C1C(=O)C=C2CN(C(=O)c3ccccc3)[C@@](Cc3ccc(F)cc3)(C(=O)OC)[C@@H]12	-1.2%	/
C=C[C@@H]1C[C@@]1(C)[C@@H](NP(=O)(c1ccccc1)c1ccccc1)c1ccccc1	4.3%	/
CC1CCN(CCCNC(=O)C2CC(=O)N(C3CCCCCC3)C2)CC1 (stereo unspecified)	1.4%	7
COc1ccc(CC2S/C(=N/N=C/c3ccccc3O)NC2=O)cc1 (stereo unspecified)	-4.4%	-17
COc1ccccc1/C=C/C=N/NC(=O)CN1CCN(S(=O)(=O)c2ccc(C)cc2)CC1	-0.7%	16
CCn1c(SCC(=O)N2CCCCC2C)nnc1-c1ccc(S(=O)(=O)N2CCN(C)CC2)cc1 (stereo unspecified)	4.8%	/
Cc1nc(NC(=O)/C=C/c2ccccc2)sc1C(=O)NCCO	0.7%	-3
CCNc1ccc(C(=O)OC(C(=O)NC(N)=O)C(C)C)cc1[N+](=O)[O-] (stereo unspecified)	3.8%	13
The listing continues:
SMILES	GlmU inhibition	Mtb RmlCD inh
CC(=O)NC(CCS(C)(=O)=O)C(=O)Nc1cccc(C)c1 (stereo unspecified)	-2.4%	11
c1coc(C2=Nc3cccc4cccc(c34)N2)c1	0.5%	4
c1ccc(CSc2nnc3c4ccccc4c4ccccc4c3n2)cc1	1.7%	9
COc1nc(N(C)C)nc(N(C#N)CCOC(C)=O)n1	9.2%	-6
CN1CCN(CCc2cn3ncc(C#N)c3nc2-c2ccc(F)cc2)CC1	2.2%	10
CCOc1c2ccc(C(=O)NCCCCc3ccccc3)cc2nn1CC	2.2%	/
COc1ccc(-c2ccc(=O)n(Cc3ccc([N+](=O)[O-])cc3)n2)cc1	-0.3%	-5
COc1ccc(NC(=O)N[C@@H](Cc2ccccc2)C(=O)NN)cc1	-1.5%	-6
CCOC(=O)C(CC)n1nc(C)n2c(cc3sccc32)c1=O (stereo unspecified)	1.4%	/
CCOC(=O)C1CCCN(Cc2c(F)cccc2Cl)C1 (stereo unspecified)	-5.2%	5
CC(=O)c1ccc(OCc2ccc(C(=O)c3ccccc3)cc2)cc1	-6.4%	-3
Cc1ccc(-c2nnc(-c3ccccc3)c(N3CCOCC3)n2)cc1	6.8%	-6
COc1ccc(CO/N=C/c2c(C)[nH]c(=O)[nH]c2=O)cc1	-4.8%	-2
COc1ccc(-n2c(CN3CCC(C)CC3)nc3ccc([N+](=O)[O-])cc3c2=O)c(OC)c1	6.0%	8
CC12CN3CC(C)(CN(C1)C3c1ccc(F)cc1)C2 (stereo unspecified)	-3.1%	7
COc1ccc(-c2nc(N)n(C(C)=O)n2)cc1	0.4%	-4
Cc1ccc(N2C(=O)[C@@H]3Cc4ccccc4CN3C2=O)cc1	-2.2%	4
CC(=O)NCc1ccc(C(=O)CSc2nnc(-c3ccncc3)n2Cc2ccccc2)o1	3.5%	10
N#Cc1cc(C(=O)c2cc(Cl)ccc2O)cn(-c2ccccc2)c1=O	-2.4%	1
COc1ccc(Cc2nn3c(-c4cc(OC)c(OC)c(OC)c4)nnc3s2)cc1	3.3%	15

Random excerpt: four compounds from above, in no set order.
SMILES	GlmU inhibition	Mtb RmlCD inh
CN(C(=O)CSc1nnc(-c2ccc(F)cc2)c2ccccc12)C1CCS(=O)(=O)C1 (stereo unspecified)	-5.0%	28
COc1ccc(C)cc1S(=O)(=O)N(C)CC(=O)NC1CC1	0.1%	1
COc1ccccc1-n1c(SCC(=O)NCc2ccc3c(c2)OCO3)nc2cc([N+](=O)[O-])ccc21	-2.4%	5
COc1ccc(-n2c(CN3CCC(C)CC3)nc3ccc([N+](=O)[O-])cc3c2=O)c(OC)c1	6.0%	8

(cont.)
SMILES	GlmU inhibition	Mtb RmlCD inh
O=C(c1cccnc1)N1CCN(C/C=C/c2ccccc2)CC1	5.2%	/
NCCCCCc1nnc(SCc2ccc(Cl)cc2Cl)o1	-3.9%	1
COC(=O)c1[nH]c2cc(OC)c(OC)cc2c1NC(=O)c1cccc(OC)c1	2.4%	/
CCOC(=O)C1CCCN(c2c(NCCc3cccc(C)c3)c(=O)c2=O)C1 (stereo unspecified)	21%	/
COc1ccc2[nH]cc(CCN=C(N)N)c2c1	0.9%	31
CCc1ccc(-c2csc(NC(=O)COC(=O)CCc3nc4ccccc4s3)n2)cc1	-1.9%	-13
CSc1ncccc1C(=O)NC1CCCCCC1	0.6%	5
O=c1[nH]c(-c2ccccc2)nc2sc(-c3ccccc3)cc12	0.8%	/
O=C(N/N=C/c1cc(Br)c(Br)s1)c1ccncc1	-1.4%	5
CCOC(=O)c1c(C)c(C(=O)N2CCc3ccccc3C2)c(C)n1CC	-3.7%	6
CC1CC(C)CN(c2oc(-c3ccccc3Cl)nc2C#N)C1 (stereo unspecified)	3.5%	8
CC(C)(C)OC(=O)NC(CCCCNC=O)C(=O)O (stereo unspecified)	2.2%	/
COc1ccc(-c2nc(CN3CCCCC3c3cccnc3)c(C)o2)c(F)c1 (stereo unspecified)	2.0%	-8
CC1CN(C(=O)C(c2ccccc2)c2ccccc2)CC(C)O1 (stereo unspecified)	3.0%	/
COc1cc(C[C@@H](C)N)c(OC)cc1I	-3.5%	/
COc1cccc(OC)c1C(=O)N1CCN=C1SCc1cccnc1	0.5%	/
CCOC(=O)C1=C(C)N=C2SC=C(C)N2C1c1ccc(OC)cc1 (stereo unspecified)	-3.2%	1
COC(=O)c1ccc(NC(=O)C2CCCN(S(=O)(=O)c3cnc[nH]3)C2)cc1 (stereo unspecified)	-2.4%	7
O=C(c1cc([N+](=O)[O-])cc([N+](=O)[O-])c1)N1CCN(Cc2ccc3c(c2)OCO3)CC1	3.4%	-10
O=[N+]([O-])c1cccc(-c2csc(N/N=C/c3cccc(O)c3)n2)c1	1.6%	7
N#CCCN1CCN(S(=O)(=O)c2ccc(S(=O)(=O)NC3CC3)cc2)CC1	2.2%	4
COCCOC(=O)C1=C(C)Nc2ncnn2C1c1ccco1 (stereo unspecified)	11%	21
COc1cc2c(cc1NC(=O)COC(=O)[C@@H](NS(=O)(=O)c1ccccc1)C(C)C)oc1ccccc12	3.9%	6
CCCCc1c(CCC)c(=N)c2ccccc2n1C	-4.5%	-3
C/C(=N\NS(=O)(=O)c1ccc(C)cc1)c1cccs1	-6.0%	/
Cc1ccc(CN2C(=O)CCC2C(=O)NCCCN2CCCC(C)C2)cc1 (stereo unspecified)	-4.3%	-7
O=C1CN(C(=O)CN2C(=O)NC3(CCCCC3)C2=O)c2ccccc2N1	5.0%	-9
COc1ccc(-c2nnn(CC(=O)N(c3cccc(O)c3)C(C)C(=O)NC3CCCC3)n2)cc1OC (stereo unspecified)	7.1%	-10
CCOC(=O)C1=C(C)Nc2ncnn2C1c1ccc(N(C)C)cc1 (stereo unspecified)	-1.1%	3
COc1ccccc1NC(=O)COC(=O)[C@@H]1CCCN1C(=O)c1cccs1	-0.1%	-11
Nc1c(C(=O)Nc2ccccc2)sc2nc(-c3cccnc3)ccc12	-4.4%	/
O=C(CSc1nnc(-c2ccco2)o1)N1CCN(c2ccccc2)CC1	-1.6%	3
O=S(=O)(NCc1ccc2c(c1)OCO2)c1cccc2nsnc12	-2.0%	/

In the list so far, these have fluorine.
SMILES	GlmU inhibition	Mtb RmlCD inh
CCc1cc2c(=O)nc3n(c2s1)Cc1ccccc1/C3=C(/O)c1ccc(F)cc1	/	-2
N#Cc1ccc(C(=O)Nc2cc(S(=O)(=O)N3CCCC3)ccc2OCC(F)(F)F)cc1	0.7%	2
CN(C(=O)CSc1nnc(-c2ccc(F)cc2)c2ccccc12)C1CCS(=O)(=O)C1 (stereo unspecified)	-5.0%	28
O=C(CN1CCN(c2ccc(Cl)cc2)CC1)Nc1ccc(F)c(F)c1	3.4%	8
FC(F)(F)Oc1ccccc1-c1nnc(-c2cccc(C(F)(F)F)c2)o1	0.5%	-5
Fc1ccccc1CSc1nnc(-c2cccs2)o1	-2.5%	/
Nc1ncc(CCN2CCOCC2)c(-c2ccc(F)cc2)n1	-2.0%	22
C=C1C(=O)C=C2CN(C(=O)c3ccccc3)[C@@](Cc3ccc(F)cc3)(C(=O)OC)[C@@H]12	-1.2%	/
CN1CCN(CCc2cn3ncc(C#N)c3nc2-c2ccc(F)cc2)CC1	2.2%	10
CCOC(=O)C1CCCN(Cc2c(F)cccc2Cl)C1 (stereo unspecified)	-5.2%	5
CC12CN3CC(C)(CN(C1)C3c1ccc(F)cc1)C2 (stereo unspecified)	-3.1%	7
COc1ccc(-c2nc(CN3CCCCC3c3cccnc3)c(C)o2)c(F)c1 (stereo unspecified)	2.0%	-8

An excerpt; the hit share may differ from the screen's.
